Bioassay records from PubChem.
MmCpn inh: M. maripaludis TRiC chaperonin inhibition; 0.031% of 330,000 active; purified Mm-Cpn ATPase, ADP Transcreener TR-FRET; Potency, µM (top dose mostly 76.9 µM), for the others: at the top dose activity, negative = inhibition, usual class: inhibitors; note: potency is the fitted concentration of half-maximal effect; % is set by controls: 0 for no effect and ±100 for the full control effect; nearly all actives have a fitted effect of over 80% in size
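Reaction buffer contained 30 mM Tris pH 7.4, 100 mM KCl, 5 mM MgCl2 and 1 mM DTT. Mm-CPN (25 nM final) hydrolysed 10 uM ATP over 30 min at 37°C; ADP was read by HTRF.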
GLP-1R inv ag: inverse agonists of human GLP-1 receptor; P43220; HEK293 GLP-1R CRE-luciferase, luminescence, 24 h; GLP-1R form is constitutively active; Potency, µM (series often up to 38.3 µM), without a hit: at the highest dose activity change, negative = inhibition, hits mostly inhibitors; 1.6% of 410,000 active; note: potency is the fitted concentration of half-maximal effect; % is set by controls: 0 for no effect and ±100 for the full control effect; nearly all actives have a fitted effect of over 55% in size
Target sequence (P43220 whole entry, looked up): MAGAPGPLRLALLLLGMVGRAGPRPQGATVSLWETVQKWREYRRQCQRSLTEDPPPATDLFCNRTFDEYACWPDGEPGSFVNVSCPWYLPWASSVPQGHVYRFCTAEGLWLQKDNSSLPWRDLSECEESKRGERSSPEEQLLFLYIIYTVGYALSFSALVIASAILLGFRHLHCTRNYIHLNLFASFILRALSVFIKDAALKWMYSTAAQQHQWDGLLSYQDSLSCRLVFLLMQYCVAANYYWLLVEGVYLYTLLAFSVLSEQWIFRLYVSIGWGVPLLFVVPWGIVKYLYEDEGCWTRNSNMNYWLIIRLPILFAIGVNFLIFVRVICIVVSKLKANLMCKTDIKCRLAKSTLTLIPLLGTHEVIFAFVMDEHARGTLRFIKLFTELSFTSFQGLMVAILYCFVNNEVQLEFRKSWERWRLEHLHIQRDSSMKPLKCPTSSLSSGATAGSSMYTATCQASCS
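HEK293 cells stably co-expressing constitutively active GLP-1R and a cAMP-responsive luciferase reporter were seeded in DMEM with 10% Nu serum, given compounds after 12 h, and incubated 24 h at 37 deg C. Luminescence was then read.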
GLP1R cytotox: cytotoxic in the GLP-1 receptor inverse agonist counter-screen. HEK293 cAMP-luciferase reporter cells, luminescence, 24 h. Potency, µM (series often up to 38.3 µM), without a hit: top-dose activity change, negative = inhibition, most hits filed as inhibitors. 0.13% of 410,000 active. AID 624418;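 note: loss of luciferase light is scored as toxicity; potency is the fitted concentration of half-maximal effect; % is set by controls: 0 for no effect and ±100 for the full control effect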
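Quantitative HTS format, 1536 wells, 200 cells/uL seeded. Compounds: 23 nL, 24 h, 37 °C. Detection: luciferase reagent, luminescence at 12 min RT; decreased signal taken as cytotoxic.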
PTHR1 ag: PTHR1 (human) receptor agonism. AID 743266. 0.075% of 410,000 active. HEK293 GP2 PTHR1 cells, GloSensor cAMP luminescence, 1 h. Potency, µM (top dose mostly 115 µM), without a hit: at the highest dose activation, hits mostly activators; note: potency is the fitted concentration of half-maximal effect; nearly all actives have a fitted effect of over 55% in size; some results filed as inactive show a strong effect at the top dose; inactives centre near -15; many of its hits are not listed in these tables
Target sequence (Q03431 whole entry, looked up): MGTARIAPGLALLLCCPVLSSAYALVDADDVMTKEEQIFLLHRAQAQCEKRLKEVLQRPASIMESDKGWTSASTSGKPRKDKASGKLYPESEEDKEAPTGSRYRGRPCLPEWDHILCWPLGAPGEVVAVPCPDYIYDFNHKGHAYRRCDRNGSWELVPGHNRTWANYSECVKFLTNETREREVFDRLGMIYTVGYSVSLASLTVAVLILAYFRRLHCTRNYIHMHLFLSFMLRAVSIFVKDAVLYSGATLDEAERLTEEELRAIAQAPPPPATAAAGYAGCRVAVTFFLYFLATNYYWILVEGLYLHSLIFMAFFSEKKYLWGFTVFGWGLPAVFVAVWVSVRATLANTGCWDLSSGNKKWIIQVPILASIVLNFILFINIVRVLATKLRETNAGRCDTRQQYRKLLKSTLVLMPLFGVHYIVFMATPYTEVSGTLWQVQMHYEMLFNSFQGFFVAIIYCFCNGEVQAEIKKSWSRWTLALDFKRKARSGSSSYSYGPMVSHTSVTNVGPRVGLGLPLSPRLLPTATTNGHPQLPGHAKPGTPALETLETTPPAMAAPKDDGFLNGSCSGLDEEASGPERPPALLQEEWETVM
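HEK-293-derived GP2 cells expressing PTHR1 and a GloSensor cAMP reporter, 3,000/well, plated overnight, given luciferin plus IBMX (each 0.5 mM as added) for 1 h at 37 °C, then compound for 1 h at 37 °C. Luminescence was read after 15 min at room temperature.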
FUS suppressor: FUS proteinopathy suppression in yeast; S. cerevisiae FUS-expressing, growth rescue, OD600, 24 h; Potency, µM (highest dose often 76.6 µM), for the others: top-dose growth rescue (activation), hits mostly activators; 0.24% of 390,000 active;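 note: potency is the fitted concentration of half-maximal effect; plate controls were DMSO vehicle for no effect and reference control for full effect; nearly all actives have a fitted effect of over 55% in size; some results filed as inactive show a strong effect at the top dose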
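Quantitative HTS measuring growth restoration of FUS-toxic yeast. Galactose-induced cells (OD 0.005) were exposed 24hr at 30C to compounds at several concentrations, then absorbance at 600 nm was recorded.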
aSyn rescue: alpha-synuclein toxicity inhibition in yeast | Yeast expressing alpha-synuclein, growth rescue, BacTiter-Glo, 24 h | Potency, µM (titrated, usually from 46.1 µM), inactives show at the highest dose growth rescue (activation), actives largely listed as activators | 0.14% of 370,000 active | AID 652106; note: potency is the fitted concentration of half-maximal effect; % of control where 0% means no effect; nearly all actives have a fitted effect of over 65% in size
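Screening used galactose-induced yeast with toxic alpha-synuclein levels, exposed to compound for 24 hr at 30 deg C. Cell growth, read with BacTiter-Glo luminescence, gave the measured signal.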
Abeta yeast res: compounds reversing amyloid beta toxicity in yeast; Potency, µM (series often up to 46.1 µM), for the others: at the top dose growth rescue, actives largely listed as activators; yeast expressing A-beta42, growth rescue, OD600, 48 h; response scale: 0% DMSO, 100% iron-clioquinol control; 0.063% of 410,000 active; note: potency is the fitted concentration of half-maximal effect; nearly all actives have a fitted effect of over 55% in size
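Growth rescue measured by 600 nm absorbance after 48 h yeast culture at 30 C with compound. Values normalized between DMSO and an equimolar ferric chloride plus clioquinol control.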
Akt phos inh: blocks phosphorylation of Akt. 0.32% of 360,000 active. Neuro2A IGF-stimulated pAkt S473 HTRF, 20 min; stronger effect = lower value. AID 651550. activity change, % for hits at 50 µM; in the data active = activity change below about -80%; inconclusive = mostly about -51% to -80%; note: % is set by controls: 0 for no effect and ±100 for the full control effect
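Neuro2A cells in DMEM with 0.5% FBS, overnight at 37 deg C, given compound at single 50 µM final, then IGF (6 nM final) for 20 min at 37 deg C. Lysed; phospho-Akt Ser473 by HTRF after 24 h, 665/615 ratio.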
TDP-43 yeast inh: rescues yeast growth from TDP-43 toxicity; TDP-43 expressing yeast growth rescue, BacTiter-Glo, 24 h; Potency, µM (highest dose often 46.1 µM), without a hit: top-dose growth rescue (activation), usual class: activators; 1.8% of 410,000 active; AID 652104; note: potency is the fitted concentration of half-maximal effect; % of control where 0% means no effect; nearly all actives have a fitted effect of over 50% in size
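Readout is BacTiter-Glo luminescence of cell growth, so inhibitors register as activators. TDP-43-expressing yeast at OD600=0.02 in galactose medium, after raffinose pregrowth to mid-log, were incubated with compound for 24 hr at 30 deg C.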
* hit, by the source's call; i = inactive; ? = inconclusive; · = no result given; [ ] = dose if it differs, or a comment. Unless noted, calls come from the whole dose curve; as a rule, active = well fitted curve in the direction sought with a large enough effect; inconclusive = small, poorly fitted or top-dose-only effect, or another doubt; inactive = no such curve, though single readings can be large; an effect the other way counts as inactive or inconclusive.

smiles,TDP-43 yeast inh,GLP-1R inv ag,MmCpn inh,Abeta yeast res,FUS suppressor,PTHR1 ag,GLP1R cytotox,aSyn rescue,Akt phos inh
Cc1csc(NC(=O)c2ccccc2C(=O)O)n1,4%,10%,1%,5%,9%,i,16%,·,·
CCCCNC(=O)c1nc(C2CCNCC2)oc1-c1cccc(C(F)(F)F)c1,-25%,-24%,·,-6%,14%,-8%,-1%,-4%,i
Cc1onc(-c2ccccc2)c1C(=O)NC1CCCCC1C (stereo not given),11%,-5%,·,-5%,-53%[inhibitor],-14%,?,-1%,i
CN(C)c1nc(C(=O)O)nc(N2CCOCC2)n1,2%,-1%,-3%,8%,-18%,i,12%,-1%,i
CN1CCN(C(=O)CCN2C(=O)/C(=C/c3ccccc3Cl)SC2=S)CC1,-23%,?,0%,-2%,6%,-9%,?,3%,i
O=C(c1ccoc1)N1CCN(c2cc(-c3cccc(F)c3)nc3cc(-c4cccc(Cl)c4)nn23)CC1,?,-28%,·,0%,-19%,i,1%,1%,i
O=C(Cc1ccccc1)NCC1OCCc2ccccc21 (stereo not given),14%,10%,3%,4%,-15%,i,1%,6%,i
Cc1ccc(N2CC(C(=O)OCc3ccccc3F)CC2=O)cc1 (stereo not given),3%,12%,1%,-6%,-3%,-10%,23%,2%,i
C/C(=N\Nc1nc(N2CCCCC2)nc(N2CCOCC2)n1)c1cccs1,6%[9.22 µM],-17%[7.66 µM],1%,3%,17%,i,1%[7.66 µM],2%,i
CCN(CC)C(=O)CSc1nc2cc3c(cc2c(=O)n1Cc1ccco1)OCO3,-25%,-1%[7.66 µM],1%,9%,22%,-40%[inhibitor],16%[7.66 µM],1%,i
N#CC1(Nc2ccc(C(=O)O)cc2)CCCC1,-23%,10%,·,0%,·,-7%,-3%,0%,i
Cc1csc2nc(COc3ccc(NC(=O)COc4ccccc4F)cc3)cc(=O)n12,14%,1%,·,-7%,-28%,-20%,16%,·,·
Cc1cc(/C=C2\SC(=O)NC2=O)c(C)n1-c1ccc(N(C)C)cc1,-4%,4%,2%,11%,-6%,i,5%,-7%,i
COc1ccc(CC(=O)Nc2ccc(S(=O)(=O)Nc3cc(C)nc(C)n3)cc2)cc1OC,2%,7%,·,2%,-34%,-6%,7%,2%,i
S=C1NCN(C2CCCCC2)CN1Cc1ccccc1,2%,-3%,2%,1%,22%,i,5%,0%,i
COC(=O)C1CCN(C(=O)COC(=O)CSc2ccc(C(N)=O)cc2[N+](=O)[O-])CC1,17%,6%,-1%,9%,4%,i,-4%,1%,i
CSc1ccccc1NC(=O)CSc1nnc(Cc2ccccc2)o1,23%,10%,-2%,-3%,-10%,-15%,-1%,11%,i
CCCc1nn2c(=O)c(C(c3ccc(C)cc3)c3c(O)nc4sc(CCC)nn4c3=O)c(O)nc2s1,-11%,-10%,0%,6%,21%,i,-6%,-1%,i
O=C(COc1ccc(Cl)cc1[N+](=O)[O-])N1CCCCC1,-21%[0.397 µM],?,4%,2%,5%,-1%,-4%,-6%,i
COCCNC(=O)c1c[nH]c2ccc(OC)cc2c1=O,-11%,28%,-1%,1%,7%,i,-12%,-10%,i
C=CCCc1ccc(C#N)c(SCc2c(C(=O)OCC)c3cc(OC(C)=O)c(Br)cc3n2C)n1,-23%,-22%,-2%,0%,·,i,13%,2%,i
COc1ccc(OC)c(N/C(=N/C(=S)Nc2ccccc2)Nc2nc(C)cc(C)n2)c1,18%,28%,-4%,9%,27%,-4%,-3%,6%,i
O=C(c1ccccc1Cl)N1CCN(C(=O)C2CCCO2)CC1 (stereo not given),-12%,27%,-1%,0%,-11%,i,-1%,4%,i
CC(=O)NC(C)C(c1cccs1)N1CCN(c2ccccc2)CC1 (stereo not given),-5%,0%,-1%,13%,14%,-20%[57.5 µM],9%,2%,i
Cc1csc2nc(O)c(C(=O)NC3CCCCCC3)c(=O)n12,-59%[inhibitor],?,-3%,4%,2%,-3%,-1%,-1%,i
CCCCOc1ccc(/C(O)=C2/C(=O)C(=O)N(Cc3cccnc3)C2c2ccncc2)c(C)c1 (stereo not given),0%,0%,-25%,5%,·,i,-3%,7%,i
O=C1C2C3c4ccccc4C(c4ccccc43)[C@@H]2C(=O)N1c1cccnc1 (stereo not given in full),29%,-13%,-3%,24%,8%,i,2%,-2%,i
CCN(CC)c1ccc(NC(=O)CSc2nnc(N)s2)cc1C,1%,10%,-1%,1%,-15%,i,1%,1%,i
O=C(CN(c1cccc(Br)c1)S(=O)(=O)c1ccccc1)N1CCc2ccccc2C1,16%,10µM*,·,-9%,?,-16%,4%,·,·
Cc1ccccc1NC1=C(C(=O)c2ccccc2)N(C)S(=O)(=O)c2ccccc21,-17%,?,1%,16%,13%,-2%,-28%,-5%,i
COc1ccc(N2CC(C(=O)OC(C)C(=O)c3ccccc3)CC2=O)cc1 (stereo not given),?,16%,0%,-6%,-14%,-9%,5%,6%,i
COC(=O)Cc1ccc2oc(-c3cccnc3)nc2c1,19%,37%[activator],-4%,-6%,-10%,i,-11%,-9%,i
O=C(CN1C(=O)CSC1=O)N1CCCCC1,-3%,1%,0%,4%,-7%,-21%[57.5 µM],4%,1%,i
CCC(Cc1ccccc1)NC(=O)c1oc(=O)c2ccccc2c1-c1ccccc1 (stereo not given),-19%,?,·,-13%,24%,-10%,8%,·,·
COc1ccc(S(=O)(=O)n2cccc2)cc1,30%,11%,·,6%,4%,i,8%,1%,i
CCc1cc2c3c(c1)C1(C(=O)N3C(C)(C)C=C2C)C(C#N)=C(N)Oc2[nH]c(=O)[nH]c(=O)c21 (stereo not given),22%,?,-6%,-8%,2%,i,-10%,1%,i
COCCCn1c(SCC(=O)Nc2ccc(C)cc2)nc2ccccc2c1=O,-10%,-8%,2%,-10%,3%,-2%,7%,2%,i
CCOc1ccc(-n2cc(C(=O)N3CCN(C)CC3)c3cc(OC)c(OC)cc3c2=O)cc1,-3%,5%,-3%,13%,12%,i,-14%,3%,i
Cc1cccc(C)c1Cn1c(C)c(C(=O)NCc2ccc(C#N)cc2)sc1=O,?,?,·,?,?,-4%,-7%,13%,i
CN(C)S(=O)(=O)c1ccc(NC(=O)CSc2nc3ccccc3n2-c2ccccc2)cc1,-33%[inhibitor],?,-1%,-12%,6.3µM*,-11%,0%,-1%,i
COc1cc(NC(=O)c2cc3ccccc3o2)c(OC)cc1Cl,4%,15%,-2%,30%,-8%,i,2%,17%,i
CC(=O)OC[C@@H]1CN(Cc2ccccc2)C[C@H](n2cnc3c(N(C)C(C)C)ncnc32)O1,32%,30%,·,-11%,10%,-16%,2%,1%,i
CCOC(=O)c1c(C)[n+]([O-])c2ccc3c(non3O)c12,0%,9%,-2%,-8%,-32%,-51%[inhibitor],-24%,1%,i
Cc1nc2nncn2c(NCc2ccc(Cl)cc2)c1C,0%,-28%,·,-7%,-24%,i,1%,·,·
Cn1c(SCc2c(Cl)cccc2Cl)nnc1-c1ccc2nonc2c1,?,?,0%,-39%[inhibitor],5%,i,1%,18%,i
Cc1cc(CN(C)C(=O)c2cc(COc3ccc4ncccc4c3)on2)on1,14%,11%,-2%,8%,8%,-29%,-12%,19%,i
CCC(=O)Nc1ccc(NC(=O)CSc2nnnn2C(C)C)cc1,-7%,8%,-2%,9%,23%,-7%[57.5 µM],10%,-6%,i
Cc1ccc(C)c(Cn2nnc(C(=O)NCc3ccc(Cl)cc3Cl)c2N)c1,4%,4%,·,-17%,10%,-12%,5%,·,·
Cc1ccc(CCNC(=O)c2cc(-c3ccccc3)n[nH]2)cc1,6%,?,·,-23%,7%,i,-16%,·,·
CN(C)S(=O)(=O)c1cccc(COc2cccnc2[N+](=O)[O-])c1,-1%,14%,-1%,-15%,10%,i,10%,-9%,i
Cc1ccc(OCc2nnc(SCC(N)=O)n2N)cc1,19%,8%,3%,-3%,-27%,i,6%,-3%,i
CC(C#N)(NC(=O)CN1CCN(S(=O)(=O)c2ccccc2C#N)CC1)C1CC1 (stereo not given),-25%,-16%,2%,-22%,·,i,-8%,-2%,i
O=C(NCC1COc2ccccc2O1)c1ccc(NC(=O)c2ccco2)cc1 (stereo not given),?,0%,-5%,0%,-8%,-18%,-2%,10%,i
C=CCNC(=S)N/N=C/c1ccc(-c2cccc([N+](=O)[O-])c2)o1,41%,0%,0%,27%,9%,-15%,-9%,-1%,i
COC(=O)c1cc(=O)n(-c2ccc(C(F)(F)F)cc2)[nH]1,-8%,-23%,1%,-6%,19%,-17%,-19%,-10%,i
COc1ccc(-c2n[nH]c(=S)n2-c2cc(OC)ccc2OC)cc1,8%,5%,0%,14%,-14%,-25%,-26%,-2%,i
Cc1ccc(SCC(=O)NC(=O)NCc2ccccc2)c(C)c1,0%,-8%,3%,11%,-10%,-5%,3%,0%,i

Not all compounds are listed, so the mix of outcomes need not match the whole.
